Assay outcomes as filed in PubChem.
HTR2A ag – mouse HTR2A agonism via beta-arrestin recruitment | P35363 | CHO-K1 mHTR2A beta-arrestin complementation, luminescence; percent of 30 µM serotonin response | activation, % at 7.6 µM | 0.66% of 360,000 active;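 active means activation above a run cutoff, the mean activation of all tested compounds plus 3 SD, cut at about 14% in these data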;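 further: 0% = plate median of compound wells and 100% = 30 µM serotonin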
Glyco luc inh – blocks N-linked glycosylation in D54 reporter cells; D54 ERlucT glycosylation luciferase reporter, 24 h; percent of 100 nM tunicamycin response; reporter increase, % at 12.5 µM; 0.23% of 360,000 active;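 active means mean luciferase reporter signal, scaled so untreated is 0 and the glycosylation-blocking control 100, at or above a set limit in every replicate; inconclusive means mean reaches the limit but not every replicate does; inactive means mean below the limit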;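 further: luciferase carries N-glycosylation sites so blocking glycosylation raises the light; 0% = median of neutral control wells and 100% = median of 100 nM tunicamycin wells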
H9c2 protect – modulators protecting cardiomyocytes from myocardial damage | H9c2 cardiomyocytes, H2O2 injury protection, ATPLite, 2 h | protection from H2O2 cell death, % at 20 µM | 0.63% of 360,000 active;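 active means compounds giving at least 50% protection of heart cells from peroxide-induced death in the single-dose screen, raw or plate-pattern-corrected value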;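 further: 0% = DMSO wells with peroxide and 100% = DMSO wells without peroxide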
MC4R ag barr – activates human MC4R beta-arrestin recruitment; P32245; U2OS MC4R beta-arrestin complementation, luminescence; percent of melanotan II response, DMSO zero; activation, % at 8.9 µM; 0.98% of 360,000 active; AID 540308;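 active means activation above a per-plate cutoff, the mean activation of sample wells on that plate plus 3 SD, cut at about 8% in these data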
Target sequence (P32245 whole entry, looked up): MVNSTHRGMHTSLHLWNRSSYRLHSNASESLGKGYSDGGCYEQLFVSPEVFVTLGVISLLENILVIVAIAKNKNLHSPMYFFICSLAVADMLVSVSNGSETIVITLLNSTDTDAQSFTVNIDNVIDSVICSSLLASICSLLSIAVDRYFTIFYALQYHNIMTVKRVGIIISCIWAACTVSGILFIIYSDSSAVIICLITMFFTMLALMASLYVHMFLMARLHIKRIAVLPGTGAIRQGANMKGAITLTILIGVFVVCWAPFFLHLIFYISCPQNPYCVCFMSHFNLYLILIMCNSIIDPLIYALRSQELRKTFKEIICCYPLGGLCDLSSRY
aDG glyco act – alpha-DG glycosylation activation | Pro5-aDG cells, alpha-DG glycosylation AlphaScreen (IIH6); 0% Pro5, 100% B10-LARGE cell signal | activation, % at 10 µM | 0.22% of 360,000 active | AID 624168;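 active means activation of at least 8% versus controls, or a plate z-score of at least 8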;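 further: Pro5 are CHO cells carrying HIG-tagged alpha-DG that lacks glycosylation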
ABCB6 inh 2 – inhibitors of human ABC transporter ABCB6 | K562-ABCB6 porphyrin accumulation, flow cytometry, 1 h; active compounds read low | 0.19% of 360,000 active | fluorescence ratio to DMSO, % at 10 µM;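 active means fluorescence ratio to DMSO below 75%, the collection mean minus 3 SD; inconclusive means too few cells collected in the well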;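 further: signal is porphyrin accumulated inside mitochondria; 100% equals median channel fluorescence of DMSO control wells; lower ratio means ABCB6 inhibition with less porphyrin fluorescence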
Vif imaging – blocks HIV Vif function; HEK293T cells, Vif self-association by quenched fluorescence, imaging, 24 h; inhibition, % at 7.49 µM; 0.35% of 340,000 active; in the data active means inhibition above about 50%, passing the limit was not always enough; inconclusive means no clear call, values can overlap the other calls; inactive means below about 31%; further: some results filed as inactive read as strong as hits
MC4R antag cAMP – human MC4R antagonism in cAMP assay; P32245; MC4R-expressing cells, MTII-stimulated cAMP, LANCE TR-FRET; inhibition, % at 6.5 µM; 0.48% of 360,000 active; AID 540295;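 active means inhibition above its plate's cutoff, the mean of tested wells on that plate plus 3 SD, cut at about 29% in these data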;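 further: 0% = Melanotan II alone and 100% = Melanotan II plus saturating MCL0020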
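System: U2OS-MC4R stable cell line; Technique: Eu-cAMP/anti-cAMP TR-FRET, emission 671 nm; Repeats: single well per compound; Also added: Melanotan II; Dosing: one concentration, 6.5 µM nominal; Schedule: 30-min compound, 1-h challenge, 1-h detection, room temperature.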
CaV13 ICDI inh – Primary screen for inhibitors of IQ motif and Ca2+-dependent inactivation inhibitor domain binding in CACNA1D, Förster resonance energy transfer in living cells, …; HEK cells, CFP/YFP FRET ICDI-IQ, plate reader, 10 min; percent FRET-ratio fall versus neutral wells; inhibition, % at 12.3 µM; 0.098% of 340,000 active;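 active means mean replicate inhibition of at least 30% and at least 1% of replicates passing that level; inconclusive means only one of the two criteria is met; inactive means neither criterion is met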;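 further: 0% = median of the neutral control wells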
PDI turbidity – inhibitors of human protein disulfide isomerase; 0.052% of 350,000 active; PDI insulin aggregation turbidity, A650, 90 min; P07237; inhibition, % at 10 µM;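 active means mean inhibition across replicates of 30% or more, whatever share of single replicates reach that level; inconclusive means mean inhibition below 30% while every single replicate reaches 30%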;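 further: absorbance from insulin aggregation driven by PDI reduction with DTT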
Target sequence (P07237 whole entry, looked up): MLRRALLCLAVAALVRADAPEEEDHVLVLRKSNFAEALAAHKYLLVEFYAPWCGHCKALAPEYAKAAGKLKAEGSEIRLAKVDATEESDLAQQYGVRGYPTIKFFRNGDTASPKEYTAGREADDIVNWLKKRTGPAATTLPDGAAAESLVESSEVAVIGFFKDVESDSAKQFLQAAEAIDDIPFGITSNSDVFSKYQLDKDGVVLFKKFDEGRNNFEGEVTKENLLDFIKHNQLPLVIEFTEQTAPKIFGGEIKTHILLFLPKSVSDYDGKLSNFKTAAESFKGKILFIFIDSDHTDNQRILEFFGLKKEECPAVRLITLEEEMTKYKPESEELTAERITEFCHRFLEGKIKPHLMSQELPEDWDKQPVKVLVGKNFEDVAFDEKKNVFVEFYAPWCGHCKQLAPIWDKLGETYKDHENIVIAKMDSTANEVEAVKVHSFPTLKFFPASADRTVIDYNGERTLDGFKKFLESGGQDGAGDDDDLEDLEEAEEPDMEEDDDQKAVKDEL
Active calls of the source: *; ? = inconclusive; . = not tested or not shown. Outcome played no part in choosing rows. About 3.6% of those tested had a hit in this group.

Results follow in this order: MC4R ag barr	ABCB6 inh 2	MC4R antag cAMP	CaV13 ICDI inh	Glyco luc inh	H9c2 protect	PDI turbidity	Vif imaging	aDG glyco act	HTR2A ag
COC(=O)CCCC[C@@H]1O[C@H](CCc2ccccc2)Cc2[nH][nH]c(=O)c21
 : .	97	.	-4	.	.	.	.	0.0	-6
Nc1cc(=O)[nH]c(SCc2cccc(Cl)c2)n1
 : -0.9	102	5	-4	0	3	-2	1	-0.2	-2
c1csc(-c2nc(-c3ccc(-c4ccon4)s3)no2)c1
 : -0.6	96	-7	-5	-13	-3	-3	3	-0.3	-5
Cc1cccc(S(=O)(=O)NC(=O)C2(C)CCN2C(=O)Cc2ccsc2)c1 (configuration not stated)
 : -1.8	97	-4	-6	1	1	-3	0	0.1	-1
NC(=O)c1ccsc1NC(=O)COC(=O)C1CC2CCCC(C1)C2=O (configuration not stated)
 : -1.5	101	11	-2	-1	4	3	.	0.0	2
O=C(Cc1c(O)c2ccccc2[nH]c1=O)NCc1ccccc1F
 : -0.7	89	3	.	-1	12	-2	5	-0.1	0
COc1ccc(-c2[nH]ncc2CN2CCN(c3ccccn3)CC2)c(OC)c1
 : -1.8	93	1	0	0	6	7	0	0.3	0
Cc1ccc(C2c3[nH]c4ccccc4c3C[C@H]3C(=O)N(c4ccccc4C(=O)N4CCC[C@@H]4C(=O)O)C(=O)N23)cc1 (some centres not stated)
 : 0.5	102	14	.	0	6	.	3	-0.2	-4
COc1ccc(S(=O)(=O)N2CCN(C(=O)Cc3ccsc3)CC2)cc1
 : -0.9	99	13	-15	-1	3	-1	-3	-0.1	-2
CC1CN(S(=O)(=O)c2cccc(C(=O)NCCCn3ccnc3)c2)CC(C)O1 (configuration not stated)
 : -1.6	144	4	-4	0	13	8	3	-0.3	0
Cc1cc(/C([O-])=C(/C(=S)Nc2ccccc2)[n+]2ccccc2)c(C)n1-c1ccccc1
 : 1.7	99	4	-4	-8	0	4	.	0.2	-7
CCSc1nc2ccccc2n1C(=O)/C=C\c1ccc(OC)c(OC)c1
 : 1.1	93	-6	-5	-9	7	-5	.	-0.3	1
COc1ccc2c(=O)c3c(=O)n(Cc4ccco4)c(-c4ccc(C)cc4)nc3oc2c1
 : -0.5	93	3	-9	1	30	21	-5	-0.2	1
Cc1cccc(-c2nc(CSCC(=O)N3CCN(c4ccccn4)CC3)c(C)o2)c1
 : 1.0	92	-2	-6	-2	-19	7	-21	0.2	-1
CN(CC(=O)NC(=O)NC1CCCCC1)CC(=O)Nc1ccccc1C(F)(F)F
 : -0.9	108	3	-14	1	-4	-4	.	0.0	-3
COCCNc1oc(Cc2cccc3ccccc23)nc1C#N
 : -0.8	92	3	-6	-2	-1	-1	-3	0.1	0
Cc1cccc(N2CCN(C(=O)c3cccc(N4CCCC4=O)c3)CC2)c1C
 : -3.9	204	5	-15	6	-2	5	0	-0.4	2
Cc1ccc(S(=O)(=O)NCc2ccc(C(=O)NC3CC3)cc2)cc1
 : -2.2	100	3	-5	1	-11	-4	1	-0.3	-2
CSCC(=O)NC1CCCc2c1cnn2-c1ccc(C)c(C)c1 (configuration not stated)
 : -0.9	97	1	-3	0	-4	7	0	-0.1	-4
COc1ccccc1NC(=O)c1cc(-c2ccc(OC)c(OC)c2)nc2ccccc12
 : -1.9	89	6	-3	-1	57*	1	-11	-0.1	-1
COCc1cc(=O)[nH]c(SCC(=O)N2CCOCC2)n1
 : -1.5	95	-3	.	1	5	-6	-3	-0.1	-9
Cc1ccc(S(=O)(=O)N2CCN(Cc3nc4sc5c(c4c(=O)[nH]3)CCCC5)CC2)cc1
 : 0.8	96	-2	-5	0	0	8	0	0.0	3
CCC(C)[C@@H](NC(=O)OC(C)(C)C)c1nnc(S(=O)(=O)Cc2cccc(C)c2)o1 (some centres not stated)
 : 1.9	96	0	-3	-15	-44	-5	-2	-0.1	0
COc1ccc(NC(=O)CSc2nncn2C)cc1OC
 : -1.2	101	2	.	0	-2	6	5	-0.1	1
COc1cccc(CN2C(=NC(=O)CCC3CCCC3)SC3CS(=O)(=O)CC32)c1 (configuration not stated)
 : 1.5	98	15	-5	1	-3	-13	3	-0.1	-2
COC(=O)CCN(C(=O)C1C2CC3CC(C2)CC1C3)c1ccccn1 (configuration not stated)
 : -1.3	97	7	-5	-1	-3	3	1	-0.2	6
CC(C)COc1cccc(C(=O)Nc2ccc(S(=O)(=O)N3CCOCC3)cc2)c1
 : -2.1	101	5	-9	-2	-8	4	1	0.6	-4
COc1ccc(C(=O)C2CCCN(S(=O)(=O)N(C)C)C2)c(C)c1 (configuration not stated)
 : -1.7	96	-4	-19	1	8	5	-6	0.1	-2
O=C(COC(=O)/C=C/c1cccc(Br)c1)NC1CCCC1
 : -0.1	104	-1	-14	3	-4	-4	1	0.0	2
CCN(CC)CCNc1nc2c(c(=O)[nH]c(=O)n2C)n1CC(O)COc1ccc(Cl)cc1Cl (configuration not stated)
 : -1.6	99	4	.	0	14	-6	11	0.2	-6
O=C(O)c1ccc2c(=O)n3c(nc2c1)/C(=C/c1ccc(OC(F)F)cc1OC(F)F)CC3
 : -2.0	99	12	-17	0	1	-6	1	-0.1	0
Cc1ccc(N2C(=O)C3C4C=CC(CNC(=S)N5CCN(c6ccccc6)CC5)(O4)C3C2=O)cc1 (configuration not stated)
 : -1.0	101	10	-6	-4	1	-4	1	0.4	-7
Cc1ccc(S(=O)(=O)N2CCCCC2)cc1NC(=O)CSc1ncccn1
 : -0.1	102	2	-5	0	5	-4	54*	0.1	3
Cc1ccccc1Oc1nc2c(c(=O)n(C)c(=O)n2C)n1C
 : -2.5	94	17	-4	0	11	-1	2	0.3	6
CCOc1ccccc1NC(=O)CN(c1ccc(C)cc1)S(=O)(=O)c1c(C)n[nH]c1C
 : 1.7	89	-3	.	0	2	-4	-12	-0.3	-4
O=[N+]([O-])c1ccc2c(c1)C(O)n1nc(-c3ccc(Cl)cc3Cl)nc1S2 (configuration not stated)
 : 2.0	111	-1	.	0	-17	-5	11	0.0	4
Cc1cccc(-c2nnn3c2nc(NCCc2ccc(S(N)(=O)=O)cc2)c2ccccc23)c1
 : 1.7	97	-41	-7	-8	18	-6	4	0.0	3
O=C(Cc1ccccc1)c1ccc(Cl)cc1
 : -1.1	95	1	-4	2	0	10	4	0.0	4
Cn1c(CNC(=O)c2ccco2)nnc1SCCOc1ccccc1
 : -2.0	97	1	-8	2	0	6	6	0.1	1
CCOC(=O)N1CCC(NC(=O)CN(C)S(=O)(=O)c2cc3c(cc2Cl)NC(=O)CO3)CC1
 : 0.3	102	19	.	2	-1	-2	4	-0.4	-1
COc1ccccc1OCCNc1nc2c(c(=O)n(C)c(=O)n2C)n1C
 : -1.9	90	0	-9	2	36	0	2	0.1	4
O=C(Cc1ccccc1)N/N=C\c1ccc(Br)o1
 : -0.5	103	2	-8	-1	2	3	-3	0.1	-6
N#Cc1ccc(C#Cc2ccc3oc4ccccc4c(=O)c3c2)cc1
 : -1.4	96	-3	-10	3	-2	3	7	0.9	-1
Oc1c(Br)cc(/C=N/n2c(-c3ccccc3)n[nH]c2=S)cc1Br
 : -3.4	99	0	-2	0	-6	-13	-1	0.1	2
CC(C)C[C@@H](CN)NC(=O)c1nc[nH]c1C(=O)N[C@@H](Cc1c[nH]c2ccccc12)C(=O)CNC[C@H](C)NC(=O)c1nc[nH]c1C(=O)N[C@@H](CC(=O)O)C(=O)O
 : 0.4	97	0	-11	3	0	4	5	0.1	-4
CN(C)c1ccnc(Oc2ccc(C(C)(C)C)cc2)c1C#N
 : -2.1	102	13	-7	-9	-12	-11	-7	0.0	-3
CCCOc1ccc(-c2nnn(CC(=O)N3CCCC(C)C3)n2)cc1 (configuration not stated)
 : -1.1	94	1	-6	-2	-8	2	-11	0.5	2
CC1=C(C)CC2C(=O)N(c3cccc4ccccc34)C(=O)C2C1 (configuration not stated)
 : -0.3	108	10	-2	0	2	.	2	0.1	1
O=C(c1ccccc1N1CCOCC1)N1CCCC(Nc2ccc(F)cc2)C1 (configuration not stated)
 : -1.3	85	9	-2	1	6	1	4	0.2	3
S=c1[nH]nc(-c2cc(-c3ccccc3)n[nH]2)n1/N=C/c1cccs1
 : -1.4	104	6	-4	9	-9	-1	-5	-0.2	-5
CC(C)OC(=O)CSc1nc(N)c(C#N)c(-c2ccco2)c1C#N
 : 0.8	94	9	-4	4	17	-2	-3	0.1	3
COc1cccc2c(N/N=C/c3ccccc3)cc(C)nc12
 : -0.8	104	-7	-21	-2	3	-1	-7	0.1	-4
Cc1ccc(CC(=O)NCC(O)c2ccccc2)cc1 (configuration not stated)
 : 0.7	97	9	-3	1	0	1	0	-0.2	4
O=C(NCc1ccco1)c1cc([N+](=O)[O-])cc([N+](=O)[O-])c1
 : -0.5	98	-3	-4	2	1	-2	?	0.3	6
O=C1CCCN1c1cc(Cl)cc(Cl)c1
 : -0.7	99	0	-3	3	-1	4	9	0.1	-5
CCOc1ccccc1NC(=O)CCNS(=O)(=O)c1ccc(NC(C)=O)cc1
 : -0.5	97	10	-20	2	4	-4	-4	0.0	1
Cc1ccc(Cn2nnc3c(=O)[nH]c(C4CCN(S(=O)(=O)c5ccc(F)cc5)CC4)nc32)cc1
 : -0.5	95	-5	-9	3	2	1	-10	-0.1	10
CC(C)(C)C1CCC(C(=O)Nc2ccccc2N2CCOCC2)CC1 (configuration not stated)
 : -0.1	100	-1	-6	-2	-6	0	-2	-0.2	1
COc1ccc(NC(=O)N(C)[C@H]2C[C@H]3c4[nH]c5ccc(-c6ccc(OC)cc6)cc5c4CCN3C[C@H]2[C@H](C)O)cc1
 : -0.1	101	5	-6	-4	-1	3	.	0.1	-9
Cc1cc(NCCc2ccc(Cl)cc2)n2ncnc2n1
 : -1.4	98	11	2	-2	-12	-16	1	1.1	3

(continued)
Results follow in this order: MC4R ag barr	ABCB6 inh 2	MC4R antag cAMP	CaV13 ICDI inh	Glyco luc inh	H9c2 protect	PDI turbidity	Vif imaging	aDG glyco act	HTR2A ag
COc1ccc(CC(=O)Nc2cc(S(=O)(=O)Nc3ccc(OC)cc3)ccc2OC)cc1
 : -0.8	91	-2	-3	-3	-11	3	-12	0.5	-1
CC(C)(C)c1nnc(NC(=O)c2cccnc2)s1
 : -0.1	104	6	-4	-1	0	5	3	0.2	-2
CNC(=O)/C(C#N)=C/c1ccc(-c2ccc(Cl)cc2)o1
 : 14*	100	5	-15	3	-6	2	-1	0.2	-1
N#CC1=C(N)OC2=C(C(=O)CCC2)C1Cc1ccccc1 (configuration not stated)
 : -1.4	99	8	-8	0	6	0	.	0.3	2
CCOC(=O)CC(=O)NC(CC(=O)OC)c1ccc(Br)cc1 (configuration not stated)
 : -1.1	94	-1	-5	-1	3	11	11	-0.1	1
CCOC(=O)C(C)n1nc(-c2ccccc2)c2ccccc2c1=O (configuration not stated)
 : -2.9	99	1	-11	-2	3	-1	-7	0.2	-8
